KAT2A inh – blocks human GCN5L2 histone acetyltransferase | Q92830 | GCN5L2 HAT assay, ThioGlo1 CoA-SH fluorescence | Potency, µM (series often up to 58.9 µM), for inactives: at the highest dose activity change, negative = inhibition, most hits filed as inhibitors | hit rate 0.21% among 390,000 | AID 504327; active = well fitted inhibition curve with a large enough effect; inconclusive = small, poorly fitted or top-dose-only effect, or another doubt; inactive = no such curve, though single readings can be large or run the other way
Target sequence (Q92830 whole entry, looked up): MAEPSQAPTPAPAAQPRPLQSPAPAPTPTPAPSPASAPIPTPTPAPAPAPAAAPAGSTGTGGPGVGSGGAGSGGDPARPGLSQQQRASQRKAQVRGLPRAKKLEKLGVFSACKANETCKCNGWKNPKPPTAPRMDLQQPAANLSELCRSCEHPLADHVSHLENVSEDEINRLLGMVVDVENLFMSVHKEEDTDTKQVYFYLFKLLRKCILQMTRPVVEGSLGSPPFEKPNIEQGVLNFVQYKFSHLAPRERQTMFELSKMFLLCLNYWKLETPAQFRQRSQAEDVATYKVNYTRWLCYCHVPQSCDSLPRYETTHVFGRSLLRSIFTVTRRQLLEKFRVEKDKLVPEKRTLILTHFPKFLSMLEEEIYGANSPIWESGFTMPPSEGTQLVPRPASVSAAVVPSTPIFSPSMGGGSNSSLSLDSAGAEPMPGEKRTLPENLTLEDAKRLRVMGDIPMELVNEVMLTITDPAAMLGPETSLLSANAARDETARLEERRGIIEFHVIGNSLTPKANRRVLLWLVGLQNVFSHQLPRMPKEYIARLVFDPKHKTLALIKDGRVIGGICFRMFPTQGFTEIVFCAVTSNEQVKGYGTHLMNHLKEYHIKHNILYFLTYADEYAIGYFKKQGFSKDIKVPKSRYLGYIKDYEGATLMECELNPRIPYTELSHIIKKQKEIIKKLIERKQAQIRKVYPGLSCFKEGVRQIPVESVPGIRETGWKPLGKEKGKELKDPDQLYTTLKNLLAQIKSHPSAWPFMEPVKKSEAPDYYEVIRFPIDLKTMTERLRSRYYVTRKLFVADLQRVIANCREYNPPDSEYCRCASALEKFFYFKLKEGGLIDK
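Preincubate 20nM GCN5L2 with compound 15 min, RT → add 50uM ThioGlo1 + 75uM H3(1-25) + 70uM acetyl-CoA → read fluorescence 0 and 20 min. Primary qHTS; fluorescent artifacts likely.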
* marks the source's active call; other numbers are inactive results; u = inconclusive; & = joins results of further samples; [ ] = dose if it differs, or a comment. % is set by controls: 0 for no effect and ±100 for the full control effect; potency is the fitted concentration of half-maximal effect.

Start of the listing, in advance (2 entries):
SMILES | KAT2A inh
C[C@H](N)C(=O)NCC(=O)N[C@H]1CSSC[C@@H](C(=O)O)NC(=O)[C@H](CO)NC(=O)[C@H]([C@@H](C)O)NC(=O)[C@H](Cc2ccccc2)NC(=O)[C@H]([C@@H](C)O)NC(=O)[C@H](CCCCN)NC(=O)[C@H](Cc2c[nH]c3ccccc23)NC(=O)[C@H](Cc2ccccc2)NC(=O)[C@H](Cc2ccccc2)NC(=O)[C@H](CC(N)=O)NC(=O)[C@H](CCCCN)NC1=O | 49%[activator]
O=S(=O)(O)C1CCNCC1 | 1%

The whole of this part, from the start:
SMILES | KAT2A inh
C[C@H](N)C(=O)NCC(=O)N[C@H]1CSSC[C@@H](C(=O)O)NC(=O)[C@H](CO)NC(=O)[C@H]([C@@H](C)O)NC(=O)[C@H](Cc2ccccc2)NC(=O)[C@H]([C@@H](C)O)NC(=O)[C@H](CCCCN)NC(=O)[C@H](Cc2c[nH]c3ccccc23)NC(=O)[C@H](Cc2ccccc2)NC(=O)[C@H](Cc2ccccc2)NC(=O)[C@H](CC(N)=O)NC(=O)[C@H](CCCCN)NC1=O | 49%[activator]
O=S(=O)(O)C1CCNCC1 | 1%
CCn1ccc2cc(S(=O)(=O)N3CCCN(C(=O)Nc4ccccc4C(F)(F)F)CC3)ccc21 | 9%
CCOc1cc(CNC(=O)CN2CCSc3ccccc32)cc(OCC)c1OCC | -4%
COC(=O)c1cc(NS(=O)(=O)c2ccc3c(c2)OCCO3)ccc1Cl | -10%
Cc1occc1-c1nnc(SCC(=O)N2CCN(c3ccccc3F)CC2)n1C | -1%
COc1ccc2nc3n(c(=O)c2c1)-c1ccc(Cl)cc1C(=O)NC3Cc1ccccc1 (stereo unspecified) | -4%
CC(C)CC(=O)N[C@H](C(=O)N[C@H](C(=O)N[C@@H](CC(C)C)[C@H](O)CC(=O)N[C@@H](C)C(=O)N[C@@H](CC(C)C)[C@H](O)CC(=O)O)C(C)C)C(C)C | -2%[21.4 µM]
COc1cc2ncnc(Nc3ccc(Cl)cc3F)c2cc1OC | 0%
Nc1nc(N)c(S(=O)(=O)c2ccccc2)c(Nc2ccc(F)cc2)n1 | -5%

Sorted by value in KAT2A inh (smallest number first): 3 of the compounds above
SMILES | KAT2A inh
COc1ccc2nc3n(c(=O)c2c1)-c1ccc(Cl)cc1C(=O)NC3Cc1ccccc1 (stereo unspecified) | -4%
Cc1occc1-c1nnc(SCC(=O)N2CCN(c3ccccc3F)CC2)n1C | -1%
COc1cc2ncnc(Nc3ccc(Cl)cc3F)c2cc1OC | 0%

(list continues)
SMILES | KAT2A inh
O=C1CCCCCN1CP(=O)(O)CN1CCOCC1 | -3%
Cc1nn(Cc2ccccc2Cl)c(C)c1NC(=O)CSc1n[nH]c(C)c1[N+](=O)[O-] | -5%
CC(C)(C)c1ccc(C(CC(=O)O)NC(=O)Cc2ccc(F)cc2)cc1 (stereo unspecified) | u
O=C(NC1CCCCC1)c1ccc(S(=O)(=O)c2ccccc2Cl)c([N+](=O)[O-])c1 | -7%
COc1ccc(-c2nc(C(N)=O)c3c(n2)n(-c2ccccc2OC)c(=O)n3C)c(OC)c1 | 4%
CN(C)CC(O)Cn1c2ccc(Br)cc2c2cc(Br)ccc21 (stereo unspecified) | u
O=C(O)Cc1c(Cl)ccc(Cl)c1Cl | -25%
CC1C(=O)CC(c2ccco2)NC1c1ccco1 (stereo unspecified) | -5%
NC(=O)C1=CN(C2OC(COP(=O)(O)OP(=O)(O)OC[C@H]3O[C@@H](n4cnc5c(N)ncnc54)[C@H](OP(=O)(O)O)[C@@H]3O)C(O)C2O)C=CC1 (stereo partly specified) | -19%
Cc1nn(-c2ccccc2)c(Cl)c1/C=N/NC(=O)CNc1n[nH]c(=O)[nH]c1=O | -9%
O=[N+]([O-])c1ccc2sc(SCc3nc4ccccn4c3Br)nc2c1 | 3%
CSCC[C@H](NC(=O)[C@H](CCCNC(=N)N)NC(=O)[C@H](Cc1ccc(O)cc1)NC(=O)[C@@H]1CCCN1C(=O)CNC(=O)[C@H](CCC(=O)O)NC(=O)[C@H](CC(=O)O)NC(=O)[C@H](CCCCN)NC(=O)[C@H](CCCCN)NC(=O)[C@H](CCC(=O)O)NC(=O)[C@H](C)N)C(=O)N[C@@H](CCC(=O)O)C(=O)N[C@@H](Cc1cnc[nH]1)C(=O)N[C@@H](Cc1ccccc1)C(=O)N[C@@H](CCCNC(=N)N)C(=O)N[C@@H](Cc1c[nH]c2ccccc12)C(=O)NCC(=O)N[C@@H](CO)C(=O)N1CCC[C@H]1C(=O)N1CCC[C@H]1C(=O)N[C@@H](CCCCN)C(=O)N[C@@H](CC(=O)O)C(=O)O | -6%
C[n+]1nc(Nc2cccc3ccccc23)sc1-c1ccc(C(=O)O)cc1 | 3%
Cc1cc(C(=O)COC(=O)c2ccc(Br)o2)c(C)n1Cc1ccco1 | -4%
CCOc1cccc(C2c3c(oc4ccccc4c3=O)C(=O)N2c2ccccn2)c1 (stereo unspecified) | -2%
O=S(=O)(Nc1ccc(C(F)(F)F)cc1)c1ccc2c(c1)OCCO2 | -5%
CCCC(C)C(=O)OCC(=O)Nc1ccc(Br)cc1 (stereo unspecified) | -3%
Cc1ccc(S(=O)(=O)c2cc3c(=O)n4cc(C)ccc4nc3n(CC3CCCO3)c2=N)cc1 (stereo unspecified) | 0%
Cc1ccccc1N1C(=O)c2cc(S(N)(=O)=O)c(Cl)cc2N[C@H]1C | 6%[21.4 µM]
O=C(CN1C(=O)COc2ccc(S(=O)(=O)N3CCCCCC3)cc21)N1CCN(c2cccc(C(F)(F)F)c2)CC1 | -11%
Cc1ccc(C2C3=C(Nc4[nH]n(-c5ccccc5)c(=O)c42)c2ccccc2C3=O)cc1 (stereo unspecified) | -15%
Cc1ccc2c(c1)C(=O)OC(C(=O)Nc1ncc(Cc3ccc(C(C)C)cc3)s1)C2 (stereo unspecified) | 3%
COc1ccccc1CNC(=O)CN1C(=O)COc2ccc(S(=O)(=O)N3CCC(C)CC3)cc21 | 1%
CCOC(=O)c1cnn(-c2nc(C)nc3sc4c(c23)CCC4)c1N | -4%
CC1CCN(S(=O)(=O)c2ccc3c(c2)N(CC(=O)NCc2ccccc2)C(=O)CO3)CC1 | 2%
Cn1cnnc1SCC(=O)N1c2ccccc2-c2c(ssc2=S)C1(C)C | -2%
Cc1ncc(CO)c2c1Oc1nc(-c3ccccc3)nc(SCC(=O)N(C)c3ccccc3)c1C2 | -8%
COc1ccc2cc(CNc3ccccc3)c(=O)n(CC(=O)Nc3ccc(C(C)=O)cc3)c2c1 | -6%
Cn1sc(=O)n(Cc2ccccc2)c1=O | 20µM*
CC1=CC2=NC(=O)/C(=C\c3ccc(-c4ccc(Cl)cc4)o3)C(=N)N2O1 | -2%
CCc1cc(-c2oncc2-c2ccc(OC)cc2)c(O)cc1OC | -27%
Cc1nc(NC2=NCN(C3CCCCC3C)CN2)nc2ccccc12 (stereo unspecified) | 12%
O=C(OCc1ccco1)c1ccc2c(c1)N(Cc1ccc([N+](=O)[O-])cc1)C(=O)c1ccccc1S2 | -3%
CCOC(=O)N1c2ccccc2C=CC1OCC (stereo unspecified) | 2%
CCOC(=O)c1ccc(NC(=O)C(C)Sc2nc(=O)cc(N)n2CCc2ccccc2)cc1 (stereo unspecified) | -1%
O=C(Nc1nc2c(ccc3ccccc32)s1)c1cc([N+](=O)[O-])ccc1N1CCOCC1 | -1%
Cc1oc(-c2ccccc2Cl)cc1-c1nn2c(-c3ccco3)nnc2s1 | -3%
COc1cccc(Nc2sc(C(=O)c3ccc4c(c3)OCO4)c(N)c2S(=O)(=O)c2ccccc2)c1 | -4%
CO/N=C(\C(=O)N[C@@H]1C(=O)N2C(C(=O)O)=C(COC(C)=O)CS[C@H]12)c1csc(N)n1 | -16%&10%
CCN(CC)C(=O)CC(c1ccc(F)cc1)c1ccc(OC(C)C)cc1 (stereo unspecified) | -2%
C=CCNc1oc(-c2cccc(F)c2)nc1C#N | 0%
Cn1nnnc1Sc1ncnc2scc(-c3ccc(Br)cc3)c12 | -2%
COCCn1c(-c2ccccc2)c(C)n2c3c(=O)n(C)c(=O)n(C)c3nc12 | -6%
CCOC(=O)CC(NC(=O)c1cc2cc(Cl)ccc2oc1=O)c1ccc(C)cc1 (stereo unspecified) | 0%
O=C1NN(c2ccc(F)cc2)C(=O)/C1=C\c1cnn(-c2ccccc2)c1 | -3%
COC(=O)c1ccc(NC(=O)C(C)Sc2nc(=O)cc(N)n2CCc2ccccc2)cc1 (stereo unspecified) | -11%
O=C1CC(C(=O)Nc2ccc(Br)cc2)C2(CCCC2)O1 (stereo unspecified) | -16%
CCOC(=O)CSc1nc2ccc(N3CCOCC3)cc2c(=O)n1Cc1ccc2c(c1)OCO2 | u
O=c1[nH]c2cc3c(cc2cc1CN(CCc1ccccc1)Cc1nnnn1C1CCCC1)OCCO3 | -22%
COc1ccc(N2C(=O)N(Cc3ccccc3F)c3ccccc3S2(=O)=O)cc1 | -6%

(list continues)
SMILES | KAT2A inh
CC(C)N(Cc1ccc(F)cc1)C(=O)c1cc2ccccc2oc1=O | 3%
CCC(C)C(NC(N)=O)C(=O)NC1CCC(C)CC1 (stereo unspecified) | 1%
CCc1cccc(N2C(=O)CSC23C(=O)Nc2ccccc23)c1 (stereo unspecified) | 2%
COc1cc(OC)cc(C(=O)OCCNC(=O)Cn2cnc3c2c(=O)n(C)c(=O)n3C)c1 | -4%
COc1ccc2c(c1OC)C(=O)c1ccccc1C2=O | 1%
O=C(O)COc1ccc(-c2nccc(-c3cccs3)n2)cc1 | 0%
CCc1ccc(N2C(=O)CSC23C(=O)N(Cc2cccc(F)c2)c2ccccc23)cc1 (stereo unspecified) | -16%
C#CCOCCOCCOCCNc1nc(N2CCN(C(=O)[C@H](CCC(=O)O)n3cc(C(N)Cc4ccc(O)cc4)nn3)CC2)nc(N2CCN(C(=O)[C@H](Cc3ccc(O)cc3)n3cc(C(N)[C@H](C)CC)nn3)CC2)n1 (stereo partly specified) | -7%
N/C(=N\OC(=O)COc1ccc2ccccc2c1Br)c1cccnc1 | 1%
Oc1c(Cl)cc(CN2CCCCC2)c2cccnc12 | -5%
Cc1oc(-c2ccc(C(=O)N(C)Cc3ccccc3)cc2)nc1CN1CCc2ccccc21 | -10%
O=C(CN1C(=O)/C(=C/c2c(F)cccc2Cl)Oc2ccccc21)NCc1ccco1 | -7%
CCN(CC)CCNC(=O)C(=O)NCC1OCCN1C(=O)c1ccc2c(c1)OCO2 (stereo unspecified) | 3%
c1ccc(COCCCc2cnc[nH]2)cc1 | 6%
O=C(O)CCC/C=C\CC1C2CCC(O2)C1CNNC(=O)Nc1ccccc1 (stereo unspecified) | -15%
CCCCNc1ccc(S(N)(=O)=O)cc1[N+](=O)[O-] | -3%
O=C1Nc2ccc(Br)cc2C1=Nc1ccc(-c2nnc3n2CCCCC3)cc1 | -16%
CCCN1CCC(NC23CC4CC(CC(C4)C2)C3)CC1 | 3%
COc1ccc(C2/C=C\[C@H](O[Si](C)(C)C(C)(C)C)[C@H](C(C)C)CC(=O)N2Cc2ccccc2)cc1 (stereo partly specified) | -15%
CC12CCC3C(CCC4CC(O)CCC43C)C1CC=C2c1ccccc1 (stereo unspecified) | 16%

Looked up by compound from the list above:
SMILES | KAT2A inh
O=C1Nc2ccc(Br)cc2C1=Nc1ccc(-c2nnc3n2CCCCC3)cc1 | -16%
CCCN1CCC(NC23CC4CC(CC(C4)C2)C3)CC1 | 3%
CCN(CC)CCNC(=O)C(=O)NCC1OCCN1C(=O)c1ccc2c(c1)OCO2 (stereo unspecified) | 3%
CCCCNc1ccc(S(N)(=O)=O)cc1[N+](=O)[O-] | -3%

New compounds follow:
SMILES | KAT2A inh
CCOc1cc(C#N)c(-n2nnc3c(sc4nc(C)cc(C)c43)c2=O)cc1OCC | 1%
N[C@@]1(C(=O)O)CO[C@H]2[C@H](C(=O)O)[C@H]21 | -1%
O=S(=O)(O)c1nc2ccccc2n1Cc1cccc2ccccc12 | -2%
C#CCOCCOCCOCCNc1nc(N2CCN(C(=O)C(Cc3ccc(O)cc3)n3cc(C(N)CC(C)C)nn3)CC2)nc(N2CCN(C(=O)C(Cc3cc4ccccc4[nH]3)n3cc(C(N)Cc4ccc(O)cc4)nn3)CC2)n1 (stereo unspecified) | 4%
COc1cc2ccccc2cc1C(=O)Nc1sc2c(c1C(N)=O)CCN(C(C)C)C2 | -4%
COc1ccc([C@]23Cc4cc(OC)c(OC)cc4C(O2)C2=C(CCCC2=O)O3)cc1 | -1%[12.7 µM]
CN(C)[C@H]1C(=O)C(C(=O)NCN2CCCC2)=C(O)[C@]2(O)C(=O)C3=C(O)c4c(O)cccc4[C@@](C)(O)[C@H]3C[C@@H]12 | u
CCc1ccccc1NC(=S)NN | -7%
CCCN(CCC)CCCNC(=O)c1cnn(-c2ccc(F)cc2)c1-n1cccc1 | 0%
O=C(Nc1ccc(N2CCN(C(=O)c3cccs3)CC2)cc1)c1ccc([N+](=O)[O-])o1 | -2%
CCC(=O)N1CCc2cc(Br)cc(S(=O)(=O)Nc3c(C)n(C)n(-c4ccccc4)c3=O)c21 | -8%

Bioassay records as filed in PubChem BioAssay.

Not all compounds are listed, so the mix of outcomes need not match the whole.
